Bioassay records as filed in PubChem BioAssay.
OXTR potentiate = potentiates the human oxytocin receptor response | CHO-OTR cells, Fluo-8 calcium fluorescence, potentiator mode; 0% = oxytocin EC15, 100% = EC100 | P30559 | activation, % at 3 µM | hit rate 0.061% among 320,000;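 active = activation above that plate's cutoff, the mean activation of tested compounds plus 3 SD, cut at about 6.6% in these data, passing the limit was not always enough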;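 also: 100% uses oxytocin at 75 nM as the full agonist control; some results filed as inactive read as strong as hits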
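Material: human OTR in CHO cells. Compound: 3.0 µM, one dose. Timing: compound 6 min at room temperature before oxytocin, 100 s read. Evaluation: % activation of max/min ratio relative to oxytocin controls. Replication: single well per compound, singlicate. Signal: Fluo-8 calcium dye fluorescence.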
M1 antag = blocks human M1 muscarinic receptor. hit rate 1.3% among 360,000. AID 588852. inhibition, % at 3 µM. P11229. CHO-K1 hM1, Fluo-8 calcium fluorescence, ACh EC80 antagonist;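 active = percent inhibition above its own plate's cutoff, namely the mean of that plate's compound wells plus 3 SD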;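 also: peak over basal fluorescence ratio during 140 s after agonist addition; 0% = ACh EC80 plus DMSO and 100% = DMSO alone without agonist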
Target sequence (P11229 whole entry, looked up): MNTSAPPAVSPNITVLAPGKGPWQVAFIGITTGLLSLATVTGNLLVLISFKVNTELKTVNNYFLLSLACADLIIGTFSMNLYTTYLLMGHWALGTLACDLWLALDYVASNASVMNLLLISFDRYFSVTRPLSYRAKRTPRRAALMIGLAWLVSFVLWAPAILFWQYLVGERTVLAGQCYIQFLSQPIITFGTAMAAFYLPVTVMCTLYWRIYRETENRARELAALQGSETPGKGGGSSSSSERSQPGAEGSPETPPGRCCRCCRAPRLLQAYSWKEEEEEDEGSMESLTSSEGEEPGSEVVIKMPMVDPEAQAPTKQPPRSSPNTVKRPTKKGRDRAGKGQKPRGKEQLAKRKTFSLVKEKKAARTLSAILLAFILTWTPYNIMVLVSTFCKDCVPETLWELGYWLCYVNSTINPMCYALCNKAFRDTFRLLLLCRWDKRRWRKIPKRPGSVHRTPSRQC
TAAR1 ag = agonists of human TAAR1; AID 624467; hit rate 0.99% among 360,000; activation, % at 3 µM; Q96RJ0; CHO RD-HGA16 TAAR1, Fluo-8 calcium fluorescence; vehicle wells 0%, saturating PEA agonist 100%;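 active = activation above the mean activation of all test compounds in the run plus 3 SD, cut at about 38% in these data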
Target sequence (Q96RJ0 whole entry, looked up): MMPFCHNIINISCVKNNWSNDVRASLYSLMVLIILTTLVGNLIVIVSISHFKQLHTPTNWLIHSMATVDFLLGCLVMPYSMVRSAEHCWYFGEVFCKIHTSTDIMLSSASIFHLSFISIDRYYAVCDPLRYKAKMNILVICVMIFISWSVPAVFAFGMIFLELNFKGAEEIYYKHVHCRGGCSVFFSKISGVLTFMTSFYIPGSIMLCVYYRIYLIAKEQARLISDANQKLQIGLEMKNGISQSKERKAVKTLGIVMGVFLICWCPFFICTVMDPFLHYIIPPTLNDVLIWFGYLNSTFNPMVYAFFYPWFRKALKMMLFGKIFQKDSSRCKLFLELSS
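System: CHO-derived RD-HGA16 cells with stable Gα16 and human TAAR1 / Times: 17-24 h plating, Fluo-8 75 min 37 °C, 30 min RT / Technique: calcium-sensitive Fluo-8 signal, excitation 470-495, emission 515-575 nm / Measure: % activation relative to PEA EC100 response / Benchmarks: DMSO and PEA EC100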
TAAR1 antag = antagonists of human TAAR1. Q96RJ0. CHO RD-HGA16 TAAR1, Fluo-8 calcium fluorescence, antagonist. inhibition, % at 3 µM. hit rate 1.5% among 360,000. AID 624466;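 active = inhibition above a per-plate cutoff, the mean inhibition of test compounds on that plate plus 3 SD, cut at about 49% in these data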;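 also: 0% = DMSO plus EC80 beta-PEA response and 100% = DMSO alone without agonist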
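test system = CHO RD-HGA16 cells bearing hTAAR1 | replication = singlicate | controls = DMSO-only wells and EC80 β-PEA-stimulated wells | reagent = EC80 β-phenethylamine stimulus | read-out basis = percent inhibition of PEA-evoked calcium signal, max/basal emission ratio | schedule = seeding 17-24 h prior, 75-min 37 °C, 30-min RT dye loading | signal = kinetic Fluo-8 calcium fluorescence measurement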
OXTR agonist = agonists of human oxytocin receptor; P30559; CHO-OTR cells, Fluo-8 calcium fluorescence; normalized: DMSO 0%, oxytocin 100%; activation, % at 3 µM; hit rate 0.32% among 320,000; AID 2435;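 active = activation above the mean of all tested compounds plus 3 SD, cutoff set per screening run, cut at about 20% in these data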;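 also: peak over basal fluorescence ratio from a 100 s FLIPR kinetic read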
CHRM1 agonist = agonists of human M1 muscarinic receptor; activation, % at 3 µM; CHO-K1 hM1, Fluo-8 calcium fluorescence, agonist mode; 0% DMSO, 100% acetylcholine EC100; AID 588814; P11229; hit rate 0.33% among 360,000;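 active = activation above the run's mean compound activation plus 3 SD, cut at about 16% in these data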;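 also: peak over basal fluorescence ratio within a 140 s kinetic read after compound addition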
CHRM1 PAM = positive allosteric modulators of human M1 muscarinic receptor; hit rate 0.088% among 360,000; activation, % at 3 µM; CHO-K1 hM1, Fluo-8 calcium fluorescence, ACh EC20; 0% = ACh EC20, 100% = maximal ACh; P11229; in the data active = activation above about 19%, passing the limit was not always enough
CHO parental Ca = counter-screen for OX1R antagonists: effect in parental CHO cells | parental CHO-K1, ATP-induced calcium, Fluo-8 fluorescence | inhibition, % at 5.6 µM | hit rate 0.63% among 330,000 | AID 463079;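 active = inhibition above that plate's mean sample inhibition plus 3 SD, cut at about 26% in these data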;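 also: 0% = ATP-challenged DMSO wells and 100% = DMSO wells without ATP; some compounds past the cut are filed as inactive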
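Material: parental CHO cells / Compound: single nominal dose of 5.6 µM per compound / Signal: Fluo-8 fluorescence / Replicates: singlicate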
V1aR counter = counter-screen for oxytocin receptor agonists: human V1a receptor agonists | P37288 | hit rate 0.25% among 320,000 | CHO-V1R cells, Fluo-8 calcium fluorescence, agonist mode; 0% DMSO, 100% 3 nM vasopressin | activation, % at 3 µM | AID 2797;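 active = activation above the mean activation of all tested compounds plus 3 SD, per screening run, cut at about 20% in these data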;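 also: signal is peak over basal fluorescence ratio across a 100 second FLIPR read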
The depositor's hits bear a star; . = no result given.

Values run as follows: TAAR1 antag | OXTR agonist | CHO parental Ca | V1aR counter | CHRM1 PAM | TAAR1 ag | CHRM1 agonist | OXTR potentiate | M1 antag
NNC(=O)c1cc(Br)cs1
 : -37 | -1.0 | -33 | 0.5 | 12 | 4 | -5 | -17 | -11
Cn1nnnc1SCc1nnc(-c2ccc(Cl)cc2)o1
 : -9 | 1.1 | 13 | 0.9 | 7 | 2 | -3 | -7 | -13
COc1ccc2nc3n(c(=O)c2c1)-c1ccccc1C(=O)NC3Cc1ccccc1 (stereo not drawn)
 : -10 | 0.8 | -6 | 0.4 | . | 16 | . | -3 | .
CCC(=O)Nc1c(C)nn(-c2ccc(C)c(C)c2)c1C
 : 9 | -0.8 | -7 | -0.3 | 12 | -1 | -3 | -3 | -8
Cc1cc(C)nc(-n2nc(C)cc2NC(=O)CN2CCc3ccccc3C2)n1
 : 0 | 0.2 | -30 | -0.1 | -1 | 43* | -8 | 2 | 2
COc1cc(/C=C2/C(=N)N3OC(C)=CC3=NC2=O)ccc1OC(=O)c1ccco1
 : -4 | -1.4 | -14 | -0.1 | 4 | -2 | -7 | 1 | -10
COC(=O)CC1C(=O)NCCN1Cc1cn(-c2ccc(C)cc2)nc1-c1cccc(C)c1 (stereo not drawn)
 : -9 | -0.1 | -6 | -0.1 | 6 | 1 | -4 | -12 | -6
CCCNC(=O)c1onc(CSc2ccc(F)c(F)c2)c1C(=O)NCCC
 : 11 | -2.0 | -22 | -0.8 | . | 0 | . | 2 | .
Cn1c(=O)c2c(nc(N3CCc4ccccc4C3)n2C)n(C)c1=O
 : 12 | 1.6 | 1 | 0.3 | 7 | 33 | -6 | -16 | -4
O=C(CC(=O)c1cccs1)c1ccncc1
 : 2 | . | . | . | 3 | 0 | -3 | . | -7
COc1ccc(CCNc2oc(-c3ccccc3OC)nc2C#N)cc1OC
 : 7 | -0.4 | -9 | -0.3 | 5 | 8 | -3 | -5 | -7
O=C(Nc1ccc(S(=O)(=O)N2CCOCC2)cc1)c1cc(-c2cc(Cl)ccc2O)n[nH]1
 : 56* | 7.0 | 13 | 13 | 8 | 20 | 0 | -8 | -7
CC(C)n1c(N)c(C#N)c2ccc([N+](=O)[O-])cc2c1=O
 : -2 | 2.1 | -3 | 1.5 | 4 | 3 | -2 | -3 | -8
CCCCC[n+]1cccc2c3ccccc3ccc21
 : 1 | -0.4 | -3 | 0.9 | -3 | 7 | -10 | -7 | -3
CCCCC(=O)Nc1ncc(Br)s1
 : . | -1.2 | -10 | -0.3 | 1 | . | -6 | 1 | -5

Fetched by compound from the entries so far, 2 records:
Values run as follows: TAAR1 antag | OXTR agonist | CHO parental Ca | V1aR counter | CHRM1 PAM | TAAR1 ag | CHRM1 agonist | OXTR potentiate | M1 antag
COc1ccc(CCNc2oc(-c3ccccc3OC)nc2C#N)cc1OC
 : 7 | -0.4 | -9 | -0.3 | 5 | 8 | -3 | -5 | -7
O=C(Nc1ccc(S(=O)(=O)N2CCOCC2)cc1)c1cc(-c2cc(Cl)ccc2O)n[nH]1
 : 56* | 7.0 | 13 | 13 | 8 | 20 | 0 | -8 | -7

(next part)
Values run as follows: TAAR1 antag | OXTR agonist | CHO parental Ca | V1aR counter | CHRM1 PAM | TAAR1 ag | CHRM1 agonist | OXTR potentiate | M1 antag
CCCCCOC(=O)Cn1c(=O)oc2ccc(C)cc21
 : 5 | -2.0 | 5 | -1.9 | -9 | -4 | -6 | 5 | 17
O=C1CCN(S(=O)(=O)c2ccccc2)CCN1CCOCc1ccccc1
 : -13 | 0.5 | -17 | -0.2 | 12 | 2 | -1 | -3 | -24
O=C(Cn1nc2n(c1=O)-c1ccccc1SC2)N/N=C/c1cccs1
 : -10 | -1.0 | -17 | -0.4 | 14 | 0 | -3 | -6 | -20
O=C(COC(=O)c1cc(Cl)ccc1O)NCCC1=CCCCC1
 : -14 | -0.6 | -15 | -0.9 | 3 | 5 | -3 | 1 | -1
CCCN(CCC)CCCNC(=O)C1c2cc(OC)c(OC)cc2C(=O)N(C)C1c1cccnc1 (stereo not drawn)
 : -12 | 1.6 | 0 | 0.4 | 1 | 3 | -6 | -17 | 5
Cn1c(=O)c2c(ncn2CCC(=O)N/N=C/c2ccccc2)n(C)c1=O
 : -16 | -0.5 | 5 | 1.5 | 2 | 1 | -1 | -3 | -7
CCN(Cc1ccccc1)C(=O)c1cccc(S(=O)(=O)N2CCN(c3ccc(F)cc3)CC2)c1
 : 32 | 0.5 | 1 | 2.3 | -2 | 0 | -5 | -16 | 6
Cc1cccc(NC(=O)COc2coc(CN3CCN(Cc4ccccc4)CC3)cc2=O)c1
 : -25 | 2.1 | -28 | 2.4 | 5 | 2 | -8 | -2 | -9
COc1ccc(Cl)cc1NC(=O)CN(C)C(=O)C1COc2ccccc2O1 (stereo not drawn)
 : -23 | 2.6 | -8 | 1.2 | 6 | 2 | -3 | -7 | -9
Nc1ccn(C2CCCCO2)c(=O)n1 (stereo not drawn)
 : -16 | . | . | . | 0 | 3 | -1 | . | -9
O=C(CN1CCCCCC1)N/N=C/c1cccc(Cl)c1
 : -6 | -0.2 | -11 | 0.6 | 2 | 6 | -7 | -3 | -7
CCN1CCN(C(=S)NCC2CCCO2)CC1 (stereo not drawn)
 : 5 | 1.8 | 0 | -0.2 | 10 | 10 | -5 | 5 | -4
Cc1c(-c2nc(-c3cccnc3)no2)cccc1[N+](=O)[O-]
 : -6 | -0.2 | -12 | 0.4 | 5 | 4 | -2 | -6 | -10
Cc1ccc(-c2nn3c(C)nnc3c3ccccc23)cc1S(=O)(=O)NCCO
 : -9 | -0.2 | -23 | 0.4 | -13 | 2 | -6 | -8 | 14
Cc1ccc(S(=O)(=O)N2CCN(C(=O)c3sccc3-c3ccccc3)CC2)cc1
 : -2 | 0.3 | -13 | 1.4 | -7 | 7 | -6 | -7 | 18
Cc1ccc(F)c(S(=O)(=O)NC(=O)C2(C)CCN2C(=O)Cc2cccs2)c1 (stereo not drawn)
 : 0 | . | . | . | 1 | 0 | -1 | . | -5
O=C(N/N=C/c1ccco1)c1ccccn1
 : -2 | -0.3 | -11 | 0.2 | 9 | 2 | 0 | -6 | -9
Cc1ccc(S(=O)(=O)NCC(=O)NCCc2c[nH]c3ccccc23)cc1C
 : -4 | 2.4 | -9 | 2.5 | -4 | 4 | -4 | -14 | 10
COc1cc(C(C)=O)ccc1OCC(=O)Nc1cc(C)on1
 : 9 | 1.8 | 7 | 0.1 | 4 | 3 | -2 | -1 | -5
CCC(=O)Nc1c(C)c(CC)nc2ccccc12
 : 5 | 0.2 | -14 | 1.9 | 11 | 8 | -3 | -3 | -8
O=C(COc1ccccc1C(=O)Nc1ccccc1)c1ccc(Br)cc1
 : -8 | -0.8 | -5 | -1.1 | 9 | 2 | -5 | -8 | -12
FC(F)(F)c1ccc(-c2cccc3c2C2CC3CCN2Cc2ccc3c(c2)OCO3)cc1 (stereo not drawn)
 : -47 | . | . | . | 0 | 1 | -6 | . | -2
CC(C)C[C@@H](CN)NC(=O)c1nc[nH]c1C(=O)N[C@@H](C)C(=O)CNC[C@H](CC(C)C)NC(=O)c1nc[nH]c1C(=O)N[C@@H](Cc1ccccc1)C(=O)O
 : -8 | . | . | . | 5 | 0 | -2 | . | -9
c1ccc2sc(SCc3ccc(-c4nnco4)cc3)nc2c1
 : 6 | 0.9 | 12 | 0.7 | 3 | 3 | -1 | -9 | -8
COc1ccc(NC(=O)/C(C#N)=C/c2cc(C)n(-c3ccc(N4CCOCC4)c([N+](=O)[O-])c3)c2C)cc1
 : 4 | 1.1 | 4 | 0.0 | 6 | 30 | -5 | -6 | -7
COc1cc2c(cc1OC)CN(C(=O)CN1C(=O)c3ccc([N+](=O)[O-])cc3C1=O)CC2
 : 2 | 0.1 | -29 | 1.8 | 6 | 1 | -3 | 2 | -9
COc1ccc(S(=O)(=O)N2CCc3ccccc3C2)cc1OC
 : -11 | 0.7 | -11 | 0.6 | 7 | 18 | 0 | 5 | -37
O=C(NCCc1ccc(C(F)(F)F)cc1)C1CCC(=O)N(CCc2cccc(F)c2)C1 (stereo not drawn)
 : 2 | 0.7 | -6 | 1.3 | 5 | 8 | -4 | -3 | -11
COc1ccc2c(c1)CCc1c(C(=O)N3CCCCCC3)noc1-2
 : 6 | -0.7 | -19 | -0.8 | 0 | 18 | -4 | 1 | 1
Cn1c(CBr)c(C(=O)c2ccc([N+](=O)[O-])cc2)c(=O)n(C)c1=O
 : -13 | 0.8 | -5 | 1.7 | 0 | 0 | -3 | 4 | -1
Cc1ccc(NC(=O)CN(C)CC(=O)N(CC(C)C)c2c(N)n(CC(C)C)c(=O)[nH]c2=O)c(C)c1
 : -2 | -0.7 | -1 | -0.3 | 6 | 1 | -2 | -2 | -8
CS(=O)(=O)Nc1ccc2c(c1)nc1n2CCOC1
 : -2 | 0.5 | -8 | -0.2 | 5 | 2 | -2 | -9 | -12
NC(=O)Nc1ccc(C(=O)OCC(=O)N2CCCC2=O)cc1
 : 1 | 0.2 | -10 | -0.2 | 4 | 6 | -1 | -1 | 5
Cc1cc(=O)oc2c(C)c(OC(C)C(=O)NCCCN3CCOCC3)ccc12 (stereo not drawn)
 : -19 | 1.0 | -7 | 0.2 | 2 | 1 | -5 | 2 | -6
O=C(CN1CCCCC1)N/N=C/c1ccccc1OCc1ccccc1
 : -13 | -0.7 | -6 | -0.1 | 11 | 6 | -10 | -4 | -17
Cn1c(=O)c([N+](=O)[O-])c(NCC2CCCO2)c2ccccc21 (stereo not drawn)
 : -6 | -0.2 | 1 | 0.5 | 4 | 0 | -4 | 0 | -4
COc1ccccc1C(=O)N/N=C/c1cnc2ccccc2n1
 : 3 | 0.8 | -2 | 0.2 | 1 | 0 | -1 | -6 | -11
Cc1nc2c(c(C)nn2-c2ccccc2)c(C)c1CCC(=O)NCCCOC(C)C
 : -3 | 3.9 | -14 | 3.6 | 10 | -2 | -2 | -7 | -4
COc1ccc(-c2noc(-c3ccccc3C(=O)Nc3cccnc3)n2)cc1
 : 15 | 0.8 | -12 | 0.4 | 2 | 9 | -5 | -8 | -1
Cc1ccc(CNC(=O)c2ccc(S(=O)(=O)N3CCCCCC3)cc2)cc1
 : 40 | . | . | . | -11 | 10 | -2 | . | 4
O=c1nc2n(c3cccc(Cl)c13)CCCCC2
 : -3 | 0.1 | 0 | -0.7 | 8 | 7 | -5 | -2 | -4
C=CCN1C(=O)/C(=C/c2ccc(O)c(OC)c2)S/C1=N/c1nccs1
 : 60* | 20* | 31 | 18 | -8 | 32 | 10 | -10 | 23
COC(=O)c1cc(C)sc1NC(=O)CN1CCN(C(=O)C2CCCO2)CC1 (stereo not drawn)
 : -24 | -0.7 | -4 | -0.6 | -6 | 7 | -2 | -9 | 20
